TPT1 inhibitor – blocks Candida albicans tRNA 2'-phosphotransferase; 300,000 tested, 0.81% active; AID 1962; recombinant caTPT1, FP RNA substrate dephosphorylation; inhibition, % at 5 µM;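 active = inhibition above the mean of all tested compounds plus 3 SD, set per screening campaign, cut at about 24% in these data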;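 note: plate controls were DMSO alone for no effect and ferristatin control at 100 nM for full effect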
core dimer inh – blocks dimerization of HCV core protein; TR-FRET GST/Flag-core106 dimerization, 1536-well; 300,000 tested, 0.33% active; inhibition, % at 5 µM; AID 1899;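 active = inhibition above the mean of all tested compounds plus 3 SD, set per screening campaign, cut at about 45% in these data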
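Material: Tagged HCV core106 pair (GST and Flag) | Amount: GST-core106 13.5 nM, Flag-core106 17 nM | Medium: KF-containing HEPES buffer, pH 7.45, DTT, CHAPS, BSA | Reagent: Eu donor and XL665 acceptor anti-tag antibodies | Schedule: 4 h at 22.5 °C | Technique: Time-resolved FRET, ex 340 nm, em 617 and 671 nm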
PP5 primary – PP5 (human) phosphatase inhibition; P53041; 320,000 tested, 0.18% active; inhibition, % at 6.7 µM; purified PP5c, OMFP substrate fluorescence;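 active = inhibition above the campaign's mean inhibition across all tested compounds plus 3 SD, cut at about 9.5% in these data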;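 note: 0% = DMSO only and 100% = 100 µM cantharidin control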
LYPLA2 counter – LYPLA2 (human) inhibition in PME1 counter-screen | recombinant LYPLA2, FP-Rh probe fluorescence polarization | inhibition, % at 5.9 µM | 320,000 tested, 0.38% active;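 active = inhibition above the screen-wide mean plus 3 SD, limit set per campaign, cut at about 26% in these data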;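 note: 0% = LYPLA2 with DMSO and 100% = wells lacking LYPLA2 enzyme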
Target sequence (O95372 whole entry, looked up): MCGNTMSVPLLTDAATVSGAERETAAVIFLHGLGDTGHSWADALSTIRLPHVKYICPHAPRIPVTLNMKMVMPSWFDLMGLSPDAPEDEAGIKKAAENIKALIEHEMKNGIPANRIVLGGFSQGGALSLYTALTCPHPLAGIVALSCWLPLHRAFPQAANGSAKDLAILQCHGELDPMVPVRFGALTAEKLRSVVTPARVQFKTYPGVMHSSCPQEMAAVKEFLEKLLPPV
CTSL1 counter – cathepsin L1 inhibition, PFM18AAP counter-screen; recombinant F. hepatica cathepsin L1, Z-Leu-Arg-MCA fluorescence; inhibition, % at 5.96 µM; 300,000 tested, 0.49% active; AID 1906;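 active = inhibition above the mean of all tested compounds plus 3 SD, set per screening campaign, cut at about 17% in these data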;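 note: 0% = plate median of test compound wells and 100% = 1 µM Z-Phe-Ala-diazomethylketone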
GASC-1 inh – human JMJD2C demethylase inhibition. AID 2099. inhibition, % at 2.35 µM. GST-JMJD2C(1-420) H3K9me3 demethylation, DELFIA europium. 330,000 tested, 0.069% active. Q9H3R0;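 active = more than half of a compound's replicate wells show inhibition beyond 50%, single wells judged on their own value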;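 note: signal counts dimethyl H3K9 product captured on neutravidin plate; 0% = median of DMSO wells and 100% = 0.3 times that DMSO median; strong numbers were not always called active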
Target sequence (Q9H3R0 1-420 limits assumed): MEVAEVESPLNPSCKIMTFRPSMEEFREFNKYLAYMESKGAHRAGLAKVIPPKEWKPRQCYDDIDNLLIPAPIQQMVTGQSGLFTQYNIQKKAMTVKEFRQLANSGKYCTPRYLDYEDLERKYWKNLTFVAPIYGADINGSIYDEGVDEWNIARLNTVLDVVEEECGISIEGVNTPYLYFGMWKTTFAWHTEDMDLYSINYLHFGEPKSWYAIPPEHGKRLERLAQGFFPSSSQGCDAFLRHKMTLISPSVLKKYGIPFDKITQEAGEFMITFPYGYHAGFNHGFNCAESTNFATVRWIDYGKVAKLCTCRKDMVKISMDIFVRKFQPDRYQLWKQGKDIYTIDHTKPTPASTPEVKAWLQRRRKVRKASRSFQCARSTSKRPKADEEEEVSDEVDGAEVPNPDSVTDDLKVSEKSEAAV
Efflux pump inh – blocks antifungal efflux pumps in multiplex yeast assay | S. cerevisiae Candida pump triplex, Nile Red efflux | inhibition, % at 10 µM | 330,000 tested, 0.44% active;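 active = plate passing quality check with inhibition over a set limit, or well fluorescence over plate mean plus 4 SD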;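 note: Nile Red retained in pooled yeast measured as flow cytometry median fluorescence; 0% = buffer negative control and 100% = Enniatin B positive control; higher means more Nile Red kept so more efflux inhibition; some compounds called inactive have numbers as strong as hits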
PREPL inh – inhibitors of human prolyl oligopeptidase-like enzyme PREPL; Q4J6C6; recombinant PREPL, fluorescence polarization activity-based probe; inhibition, % at 5.96 µM; 320,000 tested, 0.68% active; in the data active = inhibition above about 43%;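 note: 0% = enzyme with DMSO and 100% = wells lacking enzyme; many of its hits are not listed in these tables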
PP1 inh – blocks human PP1-alpha phosphatase, a PP5 counter-screen. P62136. purified PP1alpha, OMFP fluorescence. inhibition, % at 6.7 µM. 320,000 tested, 0.9% active. AID 2235;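 active = inhibition above the mean inhibition of all tested compounds plus 3 SD, computed separately for each screening campaign, cut at about 15% in these data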
Target sequence (P62136 whole entry, looked up): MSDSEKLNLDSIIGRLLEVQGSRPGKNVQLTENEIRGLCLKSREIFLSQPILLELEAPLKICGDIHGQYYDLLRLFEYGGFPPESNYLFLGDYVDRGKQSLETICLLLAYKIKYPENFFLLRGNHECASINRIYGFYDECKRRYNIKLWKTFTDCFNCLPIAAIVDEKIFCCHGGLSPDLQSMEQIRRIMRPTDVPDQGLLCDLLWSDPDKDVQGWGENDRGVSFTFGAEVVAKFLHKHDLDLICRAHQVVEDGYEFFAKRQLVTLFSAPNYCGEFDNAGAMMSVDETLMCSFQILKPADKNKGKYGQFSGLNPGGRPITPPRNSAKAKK
An asterisk follows results filed as active; x = no result given. Only part of the results is shown (hit frequency here may not be typical).

SMILES	TPT1 inhibitor	core dimer inh	PP5 primary	LYPLA2 counter	CTSL1 counter	GASC-1 inh	Efflux pump inh	PREPL inh	PP1 inh
COc1cc(CNC2CCCCCCC2)cc(Cl)c1OCC(N)=O	1	-7	-0.5	3	0	-1	0.1	4	-5
Cc1ccc(C(=O)CSc2nnc(COc3cc(C)cc(C)c3)o2)cc1	-2	5	4.3	1	6	1	-0.1	12	5
COc1ccc(CN2CCN(C(=O)c3ccccc3F)CC2)c(OC)c1OC	1	-11	5.2	7	3	-8	0.0	16	7
O=C(Nc1nc2ccccc2[nH]1)c1ccc(F)c(S(=O)(=O)N2CCOCC2)c1	4	-7	1.8	-5	-4	-3	0.3	1	-7
CSc1ccccc1N1CCN(C(=O)Nc2ccc3c(c2)NC(=O)CO3)CC1	0	-1	-0.7	5	2	7	0.0	2	0
O=S(=O)(Nc1ccccc1N1CCCCC1)c1ccccc1	-1	10	0.5	2	0	6	0.1	13	-2
C=C1CCC[C@]2(C)C[C@H]3OC(=O)C(CN(C)CC(OC)OC)[C@H]3CC12 (stereo not given in full)	-4	-5	-2.4	0	2	8	0.0	2	0
CCOc1ccc(-c2cc(CCCC(=O)Nc3cccc(OC)c3)no2)cc1	-2	10	5.2	-2	3	0	0.1	-3	-3
O=C(C(Cc1ccccc1)n1cccc1)N1CCN(C2CCCCC2)CC1 (stereo not given)	-3	-4	-0.2	-1	-2	9	-0.1	-3	1
Nc1c(Cl)ncnc1N/N=C/c1ccncc1	-4	1	-1.3	1	-2	2	-0.1	4	-4
COc1ccc(NC(=O)NCc2ccccc2F)cc1OC	0	1	0.5	6	2	-7	-0.1	-1	-1
Cc1nc2ccccc2n1CC(=O)NC(C)C1CC2CCC1C2 (stereo not given)	-2	8	-0.1	-1	-2	-1	0.1	-7	4
Cc1cccc(Cn2c(NCCO)nc3c2c(=O)n(C)c(=O)n3C)c1	3	1	2.5	2	-3	7	0.0	0	2
COc1cc(C(=O)NC(=S)NC(C)C)cc(OC)c1OC	2	-17	-4.6	2	-4	2	0.4	4	-10
CCCc1cc(NCCCO)n2c(nc3ccccc32)c1C#N	1	-2	-1.0	-1	3	10	0.0	2	0
O=C(Cc1ccccc1)Nc1nc2ccccc2[nH]1	-4	-3	1.3	9	-1	0	-0.1	1	-4
CCCCC(c1nnnn1C(C)C)N1CCN(C(=O)c2ccco2)CC1 (stereo not given)	-2	-6	-1.9	4	6	-9	-0.2	2	1
Cc1ccc(/C=N/NC(=O)Cn2nccc2C)o1	2	-2	0.6	3	4	0	0.0	3	0
COc1ccc(S(=O)(=O)N2CCN(Cc3cccc(F)c3)CC2)cc1	2	0	2.2	1	-5	6	0.1	1	-1
NC(=O)c1nsc(C(=O)N(CC(=O)NC2CCCC2)c2ccc(F)c(Cl)c2)c1N	-5	16	2.7	-6	0	-7	0.1	1	-5
CC(=O)c1c(O)c2ccccc2n(C)c1=O	3	7	-0.8	4	1	8	0.2	-1	-1
COc1cc(CCNC(=O)c2cnn3ccccc23)cc(OC)c1OC	3	-1	1.0	-1	-4	-16	0.0	2	2
Cc1ccc(Nc2nc(CSc3nnc(-c4cccs4)o3)cs2)cc1	0	7	1.6	-3	1	-11	-0.2	-18	1
CN(C)S(=O)(=O)c1cccc(NC(=O)c2ccccc2OCc2ccc(F)cc2)c1	-2	12	2.3	-7	-5	8	0.1	5	3
CC1=C(C(=O)NC2CCCCC2C)C2(CCC(C)CC2)OC1=O (stereo not given)	0	9	-1.6	-2	5	-2	-0.1	10	1

Additional compounds:
SMILES	TPT1 inhibitor	core dimer inh	PP5 primary	LYPLA2 counter	CTSL1 counter	GASC-1 inh	Efflux pump inh	PREPL inh	PP1 inh
CSc1ncccc1C(=O)OCC(=O)N1CCN(S(=O)(=O)c2ccc(C)cc2C)CC1	-2	2	0.3	5	3	-8	0.0	15	2
CCOC(=O)c1ccc(NC(=O)CC2C(=O)N(c3ccc(F)cc3)C(=O)N2CCCOC)cc1 (stereo not given)	3	-2	0.9	-6	-2	-13	-2.6	4	-1
COc1cccc(CN2CCC(N(CCc3ccccc3)Cc3ccccc3)CC2)c1OC	-2	1	2.9	1	0	-1	-0.2	-16	4
O=C(NCCCn1ccnc1)C(=O)NCC(c1cccnc1)N1CCN(c2ccccc2)CC1 (stereo not given)	-2	-7	3.1	-4	-11	-16	0.1	5	3
CCOC(=O)CSc1nnc(CNC(=O)c2cccc(C)c2)n1C	-2	-1	-0.2	10	-3	-17	-0.1	-7	-2
CC(C)c1ccc(C2=NN(c3ccccc3)C(=O)CC2)cc1	-2	10	3.1	0	2	-2	0.0	1	-2
Cc1nc(SCC(=O)NC(=O)NC(C)C)nc(C)c1C	-6	0	0.0	6	3	7	0.0	29	4
CC1=C(C(=O)OC2CCCCC2)C(c2ccccc2F)NC(=O)N1 (stereo not given)	1	2	5.7	-2	0	-1	0.0	-7	8
CN(C)S(=O)(=O)Oc1ccsc1C(=O)Nc1ccc(Br)cc1	-2	-8	6.0	-2	-2	2	0.0	2	5
COc1cccc(CN2CCN(S(=O)(=O)c3ccccc3)CC2)c1OC	4	0	0.4	-1	10	-6	0.2	5	-1
CCCCOc1ccc(C(=O)N2CC(C)OC(C)C2)cc1 (stereo not given)	1	-2	-0.7	1	3	5	0.3	1	1
COc1ccc(CN2C(=O)c3ccccc3C2=O)cc1C(=O)N(C)CC(=O)Nc1c(C)cccc1C	x	x	0.2	0	x	0	0.3	2	-4
O=C1NC(=O)C2C1C(c1ccccc1)N1C3C(=O)NC(=O)C3C(c3ccccc3)N21 (stereo not given)	-3	-3	1.4	0	-3	-4	0.1	-4	-3
CCN1CCCC1CNC(=O)c1ccc2c(c1)N(Cc1ccccc1F)C(=O)c1ccccc1S2(=O)=O (stereo not given)	0	-6	2.3	-2	52*	-2	0.4	3	-2
CS(=O)(=O)c1ccc(NC(=O)CCN2C(=O)C3CCCCC3C2=O)cc1 (stereo not given)	1	-2	1.9	6	-3	4	0.0	10	-2
CN(c1ccc(C(=O)NCCc2ccccc2)cc1)S(C)(=O)=O	0	-7	1.4	-5	-4	3	-0.1	3	2
O=C(CSc1ncnc2c1cnn2-c1ccc(F)cc1)NC1CCCC1	0	5	3.1	2	-3	28	-0.4	8	-1
COc1cccc(-c2csc(N3CCN(C(=S)Nc4ccccc4Cl)CC3)n2)c1	2	11	5.3	-7	-7	10	0.3	6	-2
COc1ccc(NC(=O)C(=O)NCC2CCCN2S(=O)(=O)c2ccc(C)cc2)cc1 (stereo not given)	-5	-6	0.0	3	3	0	-0.1	21	-1
Cn1c(Nc2ccccc2)nc2ccccc21	-3	-6	1.9	1	2	3	0.0	-8	0
O=C(c1cc2ncc(CCCl)cn2n1)N1CCCCCC1	-1	-10	1.0	1	-4	16	-0.4	-3	-1
COc1ccc(Nc2ccc(C(=O)O)cc2[N+](=O)[O-])cc1	1	-16	1.2	11	5	2	0.0	14	0
COc1ccc2c3n([n+]([O-])c2c1)CCN=C3c1ccc(Cl)cc1	-1	5	2.8	-2	0	3	-0.1	9	-3
O=C(C(=O)N1CCCc2ccccc21)c1cn(CC(=O)N2CCOCC2)c2ccccc12	-2	-6	3.4	7	1	-11	0.1	-10	-1
CS(=O)(=O)N(CC(=O)Nc1ccc2c(c1)OCO2)Cc1ccc(Cl)cc1	-5	14	-9.5	-6	9	5	0.0	2	-5

Compound profiles, from the list above. Screens in order: TPT1 inhibitor | core dimer inh | PP5 primary | LYPLA2 counter | CTSL1 counter | GASC-1 inh | Efflux pump inh | PREPL inh | PP1 inh
Results for COc1ccc(NC(=O)C(=O)NCC2CCCN2S(=O)(=O)c2ccc(C)cc2)cc1 (stereo not given) = -5 | -6 | 0.0 | 3 | 3 | 0 | -0.1 | 21 | -1
Results for O=C1NC(=O)C2C1C(c1ccccc1)N1C3C(=O)NC(=O)C3C(c3ccccc3)N21 (stereo not given) = -3 | -3 | 1.4 | 0 | -3 | -4 | 0.1 | -4 | -3

Returning to the listing, starting two compounds before the break.
SMILES	TPT1 inhibitor	core dimer inh	PP5 primary	LYPLA2 counter	CTSL1 counter	GASC-1 inh	Efflux pump inh	PREPL inh	PP1 inh
O=C(C(=O)N1CCCc2ccccc21)c1cn(CC(=O)N2CCOCC2)c2ccccc12	-2	-6	3.4	7	1	-11	0.1	-10	-1
CS(=O)(=O)N(CC(=O)Nc1ccc2c(c1)OCO2)Cc1ccc(Cl)cc1	-5	14	-9.5	-6	9	5	0.0	2	-5
COc1ccc(CNC(=O)CCCCCNc2nc(=S)[nH]c3ccccc23)cc1	0	6	2.6	2	2	2	-0.1	10	-2
Cc1ccc(-n2nc(C)c3c2OC(N)=C(C#N)C3c2ccco2)cc1 (stereo not given)	2	-6	1.2	5	-2	7	0.0	-4	0
COc1ccc(NC(=O)CN(C)C(=O)c2ccc3c(c2)NC(=O)CS3)cc1	x	x	2.9	2	x	2	0.1	9	-5
COC(=O)/C=C(\C)N=Nc1c(O)[nH]c2ccccc12	1	-46	-0.2	2	2	4	0.0	3	-1
CCOc1ccc(C(C)NC(=O)C2CCC2)cc1 (stereo not given)	-1	-9	0.1	0	1	-7	-0.2	11	0
CC(C)(C)NC(=O)COc1ccc(CNCCc2ccccc2)cc1	0	-3	-2.1	3	-3	-1	-0.1	-13	-3
O=C(CN1C(=O)NC2NC(=O)NC21)NN=C1CCCC1 (stereo not given)	2	-2	0.1	-3	-4	7	-0.2	-5	-4
COc1cc(/C=N/NC(=O)CCC(=O)Nc2ccc(C)cc2)ccc1O	-2	1	-1.6	-3	3	-17	-0.1	5	1
O=C(NNC(=O)c1ccc(Br)s1)c1cccc(Cl)c1	x	x	-0.7	2	x	-9	0.0	0	2
CCCOc1ccc(C2=CSC3=NCCN23)cc1Cl	2	-6	2.1	1	-2	2	0.0	9	3
CCNC(=O)c1cccc(S(=O)(=O)N2CCCCCC2)c1	-1	-3	2.3	2	-4	5	-0.1	1	-5
COc1ccc(C(=O)N2CCc3[nH]nc(-c4ccccc4)c3C2)cc1	-4	-8	-0.6	-8	8	14	0.0	-4	2
c1ccc(CCc2nn3c(Cn4cnc5ccccc54)nnc3s2)cc1	-1	4	-3.0	-4	1	4	0.0	-20	-3
Cc1c(NC(=O)COC(=O)c2cc(-c3cccc4ccccc34)nc3ccccc23)c(=O)n(-c2ccccc2)n1C	0	11	4.5	-7	-6	9	0.2	-3	-1
COc1cc(NC(=O)COc2ccc(-n3ccnc3)cc2)cc(OC)c1	-1	1	2.2	3	-5	8	0.0	3	-7
O=C(O)c1ccc(N/N=C/c2cc3ccccc3nc2Cl)cc1	20	-10	1.4	6	1	7	-0.1	7	-1
COc1cccc(OC)c1C(=O)N=c1sc2cc(S(C)(=O)=O)ccc2n1C	-2	-4	0.9	-9	6	-22	-0.2	5	1
CC(=O)N1CCC(N(CCN2CCOCC2)C(=S)Nc2ccccc2C)CC1	1	-4	2.2	-1	-4	2	-0.8	-7	2
COc1c(N)c2ccccc2[nH]c1=O	4	-15	1.3	1	6	-2	0.1	-3	1
COCCn1cnc2c1c(=O)n(CC#N)c(=O)n2Cc1ccccc1	3	5	2.8	-3	-2	12	0.0	-2	-5
Cc1ccc(C(=O)N2CCSCC2)cc1	-1	1	0.0	6	1	20	-0.2	10	-1
O=C(CC1CCCCC1)NCc1ccc(Cl)cc1	0	3	-0.2	-4	-4	-45	0.2	9	1
NC(=O)c1cnn(-c2cc(Oc3ccccc3)ncn2)c1N	-2	0	1.6	0	6	-4	0.2	-2	-3
CCCn1c(SCC(=O)Nc2cc(S(=O)(=O)N(C)C)ccc2OC)n[nH]c1=O	2	2	-2.8	-1	-11	-1	0.1	0	-4

Compound activity from PubChem.
